High-throughput results from PubChem.
IDE inh: inhibitors of human insulin-degrading enzyme in cells | HEK cells, FAbetaB cleavage, fluorescence polarization | P14735 | inhibition, % at 5.59 µM | AID 434962 | 0.41% of 320,000 active;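 active = percent inhibition above the average of all tested compounds plus 3 SD, set per screening campaign, cut at about 16% in these data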;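 also: IDE supplied by intact live HEK cells; FP after avidin binding of uncleaved biotin substrate so inhibition keeps polarization high; 0% = DMSO wells and 100% = 60 µM reference IDE inhibitor Ii1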
IDE cell activ: boosts human insulin-degrading enzyme activity in HEK cells | AID 493087 | 0.073% of 340,000 active | activation, % at 5.96 µM | FAbeta-B cleavage, fluorescence polarization; 0% vehicle, 100% cell-free pure enzyme wells | P14735;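 active = activation above the mean of all tested compounds plus 3 SD, set per screening campaign, cut at about 17% in these data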
UBC9 SUMO inh: SUMOylation inhibition | HTRF SUMOylation assay, SAE1/SAE2 + UBC9, in vitro | inhibition, % at 35 µM | 0.36% of 290,000 active; in the data active = inhibition above about 50%, passing the limit was not always enough; also: strong numbers were not always called active
GalR3 antag: antagonists of human GalR3; O60755; HEK293 GalR3-CNG cAMP membrane potential fluorescence; galR3 body fused to GalR1 C-terminus; inhibition, % at 3 µM; 0.44% of 360,000 active;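 active = inhibition above the screen-wide average plus 3 SD, cut at about 13% in these data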;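 also: forskolin and galanin both at EC90 stimulate the cells; cAMP rise reported by CNG channel membrane potential dye signal; 0% = forskolin plus galanin with DMSO and 100% = forskolin alone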
IMP-1 inh: inhibitors of Pseudomonas aeruginosa IMP-1 metallo-beta-lactamase. purified IMP-1, nitrocefin hydrolysis, epi-absorbance fluorescence. inhibition, % at 5.6 µM. 0.45% of 290,000 active. AID 1556;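 active = inhibition above the mean plus 3 SD of all compounds in the same screening run, cut at about 4.5% in these data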;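 also: 0% = IMP-1 with DMSO and 100% = DMSO wells lacking enzyme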
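system = purified recombinant IMP-1 beta-lactamase | amount = 0.2 nM IMP-1, as dispensed | medium = HEPES buffer pH 7.1 with ZnSO4 and Brij 35 | times = 25 °C, 15 min preincubation, 25 min reaction | detection = plate fluorescence quenching by hydrolysis product, ex 480/em 530 nm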
HCV NS3 hel inh: HCV NS3 helicase inhibition. NS3 helicase DNA unwinding, Cy5 molecular beacon fluorescence. inhibition, % at 10.9 µM. 0.56% of 290,000 active. AID 1800;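 active = inhibition above the mean of all tested compounds plus 3 SD, set per campaign, cut at about 35% in these data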;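 also: 0% = DMSO wells and 100% = thioflavine S control wells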
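Test system: hepatitis C virus NS3 helicase domain fragment enzyme. Also added: annealed dual-labelled DNA beacon duplex, ATP-started. Timing: 60 min unwinding reaction at 25 °C after ATP addition. Technique: Cy5 fluorescence. Measure: % inhibition of unwinding.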
VIM-2 inh: inhibitors of Pseudomonas aeruginosa VIM-2 metallo-beta-lactamase. 0.89% of 290,000 active. inhibition, % at 5.6 µM. purified VIM-2, nitrocefin hydrolysis, epi-absorbance fluorescence. AID 1527;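 active = inhibition above the mean of all tested compounds plus 3 SD, cutoff set per screening run, cut at about 7.5% in these data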;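 also: red hydrolysis product quenches plate fluorescence so inhibitors raise well fluorescence; 0% = enzyme with DMSO and 100% = DMSO without enzyme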
CRFBP-R2 block: antagonists of CRF-binding protein/CRF-R2 receptor complex | HEK293 CRF-R2/CRF-BP, CRF-induced calcium fluorescence | inhibition, % at 11.8 µM | 0.59% of 350,000 active | AID 588475;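 active = inhibition of the ligand-induced calcium signal above about 50% at the single tested concentration, limit read from the data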
p-CIP stab down: lowers stability of the mouse p/CIP coactivator protein; Q05BA5; F442A p/CIP-EGFP cells, EGFP fluorescence, 16 h; decrease of EGFP signal, % at 10 µM; 0.01% of 290,000 active; AID 1984;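 active = EGFP signal decrease of at least 30% at 10 µM or well 3 SD below plate mean, unless failing retest; inactive = the rest, including hits failing retest or dose response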; also: some compounds called inactive have numbers as strong as hits; many of its hits are not listed in these tables
Target sequence (Q05BA5 1-1403): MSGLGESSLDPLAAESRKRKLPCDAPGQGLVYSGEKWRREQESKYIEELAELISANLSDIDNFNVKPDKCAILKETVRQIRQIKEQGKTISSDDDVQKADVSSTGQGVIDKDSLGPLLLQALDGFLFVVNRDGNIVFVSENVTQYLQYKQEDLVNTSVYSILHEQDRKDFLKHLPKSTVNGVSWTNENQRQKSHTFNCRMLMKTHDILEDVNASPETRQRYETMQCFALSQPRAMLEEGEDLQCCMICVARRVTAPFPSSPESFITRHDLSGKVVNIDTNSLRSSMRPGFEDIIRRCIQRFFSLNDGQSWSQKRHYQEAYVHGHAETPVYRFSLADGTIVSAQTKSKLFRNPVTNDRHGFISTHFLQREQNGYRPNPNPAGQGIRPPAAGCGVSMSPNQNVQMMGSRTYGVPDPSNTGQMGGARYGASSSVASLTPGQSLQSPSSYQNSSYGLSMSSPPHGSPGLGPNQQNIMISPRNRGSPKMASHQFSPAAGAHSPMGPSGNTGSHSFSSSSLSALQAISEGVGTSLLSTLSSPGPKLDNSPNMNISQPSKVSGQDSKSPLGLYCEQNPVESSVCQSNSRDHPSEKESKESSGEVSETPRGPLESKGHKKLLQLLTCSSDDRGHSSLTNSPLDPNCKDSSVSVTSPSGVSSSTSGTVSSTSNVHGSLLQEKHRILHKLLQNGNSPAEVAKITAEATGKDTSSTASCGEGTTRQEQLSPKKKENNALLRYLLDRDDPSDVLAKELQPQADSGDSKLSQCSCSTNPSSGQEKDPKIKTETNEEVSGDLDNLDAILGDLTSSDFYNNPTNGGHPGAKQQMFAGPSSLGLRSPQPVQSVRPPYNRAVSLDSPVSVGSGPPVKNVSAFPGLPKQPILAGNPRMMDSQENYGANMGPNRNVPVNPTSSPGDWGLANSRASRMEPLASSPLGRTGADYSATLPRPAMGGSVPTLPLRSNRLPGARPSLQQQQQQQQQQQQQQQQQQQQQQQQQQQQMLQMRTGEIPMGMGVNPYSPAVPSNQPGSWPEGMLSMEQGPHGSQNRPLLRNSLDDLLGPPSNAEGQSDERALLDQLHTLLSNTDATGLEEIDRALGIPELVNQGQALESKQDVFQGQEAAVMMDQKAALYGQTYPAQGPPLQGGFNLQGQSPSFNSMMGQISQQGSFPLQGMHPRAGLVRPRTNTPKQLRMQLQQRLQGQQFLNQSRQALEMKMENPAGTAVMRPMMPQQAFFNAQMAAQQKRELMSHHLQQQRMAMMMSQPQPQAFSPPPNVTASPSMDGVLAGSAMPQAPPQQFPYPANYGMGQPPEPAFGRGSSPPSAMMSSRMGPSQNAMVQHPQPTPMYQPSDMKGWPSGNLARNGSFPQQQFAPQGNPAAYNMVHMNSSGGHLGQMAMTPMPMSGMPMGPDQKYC
The depositor's hits bear a star; · = no result given.

SMILES	IDE inh	IDE cell activ	UBC9 SUMO inh	GalR3 antag	IMP-1 inh	HCV NS3 hel inh	VIM-2 inh	CRFBP-R2 block	p-CIP stab down
O=C1N[C@H](Cc2ccccc2)COC(=O)[C@H](Cc2ccc(F)cc2)CC/C=C/C[C@H]1CC(=O)N(CCO)Cc1ccccc1	6	2	·	-9	·	·	·	0	·
O=C(NCc1ccncc1)C12CC3CC(CC(C3)C1)C2	8	1	28	-2	-2.1	2	-2.0	6	-17
CC(C)OC(=O)CSc1nc(N)c(C#N)cc1C#N	-1	2	12	5	-5.6	7	-2.9	-2	-7
CN(Cc1ccco1)S(=O)(=O)c1nnc(NC(=O)c2ccccc2)s1	3	-3	·	·	-0.6	17	-2.5	-4	2
N#Cc1ccc(/C=C/C(=O)c2ccco2)cc1	-6	-2	4	-1	-1.3	0	-0.2	-11	-9
Cc1ccc2c(c1)N(C(=O)NC1CCCCC1)C(C)(C)CC2C (stereo not drawn)	6	5	23	-3	-1.5	-10	-0.4	-1	-9
O=C(NCCCC1CCCC1)C1CCC(=O)N(Cc2ccc(Cl)cc2)C1 (stereo not drawn)	3	6	-8	-4	-1.6	-17	1.4	3	-1
COc1cc(/C=N/NC(=O)c2ccoc2C)cc(OC)c1O	0	1	1	-1	-2.1	-11	-2.1	15	5
CCOC(=O)N1CCN(C(=O)C(C)(C)Oc2ccc(Cl)cc2)CC1	9	1	-2	2	-1.7	-2	-1.3	-13	-5
COc1ccc(NC(=O)C2CCN(S(=O)(=O)c3ccc(OC)c(OC)c3)CC2)cc1	0	3	3	-1	-3.2	-2	-0.3	2	-7
CC(C)(C)C(=O)COC(=O)c1ccc(N)c([N+](=O)[O-])c1	0	4	14	-2	-2.0	-2	-1.2	7	-9
Cc1cc(NCCCN2CCOCC2)n2ncc(-c3ccccc3)c2n1	-2	4	14	-1	3.7	-22	7.3	-9	-1
COCCNC(=S)N/N=C(\C)c1ccc(OC(F)F)cc1	-2	4	17	-6	-2.9	-3	-1.4	30	-5
NC1=NC(=Nc2ccc(Br)cc2)c2ccccc21	-2	-4	0	-3	-3.2	1	-1.4	-2	-11
NC(=O)c1cc2c3ccccc3ccn2c1-c1ccccc1	0	5	27	-7	-2.1	2	-1.1	-4	-6
CC(C)Oc1nc(-c2ccccc2Cl)nc2ccccc12	-2	0	18	-6	-3.4	-6	-3.2	-1	-8
Cc1cc(C)nc(NCCC(=O)O)n1	2	6	11	-6	-3.5	7	-3.2	-14	-4
COc1ccc2nc(Cl)c(C#N)cc2c1	2	6	2	4	-0.8	0	2.1	36	1
Cc1ccc(-c2cc(C(=O)N/N=C/c3ccoc3)c3ccccc3n2)cc1	·	-2	10	-2	-0.5	-5	-1.2	-11	-1
COC(=O)C1C2C=CC3(CN(CC4CCCO4)C(=O)C13)O2 (stereo not drawn)	-2	-3	-4	-6	-1.0	1	-1.3	12	-10
COc1ccc(N2CCN(C(=O)c3cccc(F)c3)CC2)c([N+](=O)[O-])c1	4	3	0	-3	-2.7	4	-3.5	3	-16
O=C1OCCC1Sc1nc2ccccc2[nH]1 (stereo not drawn)	0	6	11	-4	-3.0	3	-0.6	-10	-13
Cc1c(NC(=O)C(C)OC(=O)CC2Sc3ccccc3NC2=O)c(=O)n(-c2ccccc2)n1C (stereo not drawn)	1	4	19	-4	0.9	3	-2.2	30	6
Cc1cc(C)n(CC(O)CN(c2cccc([N+](=O)[O-])c2)S(=O)(=O)c2ccccc2)n1 (stereo not drawn)	3	1	1	·	-3.4	-8	-3.1	6	-11
Cc1ccc(Cl)cc1NC(=S)N(Cc1cccs1)C1CCCC1	4	0	-2	7	-3.4	2	-1.5	10	6
C#CCn1c(=NC(=O)c2cccs2)sc2cccc(OC)c21	0	-3	26	·	-2.2	-12	2.2	-9	-4
CC1(C)C(=O)Nc2ccccc2N1C(=O)COC(=O)c1ccc(Cl)c(S(=O)(=O)NCc2ccccc2)c1	-1	-5	-6	-2	-2.1	-4	-4.3	2	15
CCN(CC)S(=O)(=O)c1ccc(OC(C)C)c(NC(=O)c2c3c(nc4ccccc24)CCN(Cc2ccccc2)C3)c1	-8	4	-20	-3	0.6	-16	-1.7	2	-17
C=CC[C@@H](CC(=O)NCCO)C(=O)NC[C@@H](OC(=O)[C@H](CC=C)CC(=O)OC(C)(C)C)c1ccccc1	0	7	·	-5	·	·	·	-22	·
COc1ccc(-c2nnn(CC(=O)N(CC(=O)NCCC(C)C)Cc3cccs3)n2)cc1OC	-5	5	9	-6	-4.8	-2	-2.0	-6	-8
Cc1nn(CC(=O)NCc2ccc(-n3cccn3)cc2)c(C)c1[N+](=O)[O-]	-2	1	7	1	-2.2	-9	-5.8	8	-8
COc1ccccc1N1CCC(N2CCN(CC(C)(C)C)C(CCO)C2)CC1 (stereo not drawn)	1	-2	-8	-11	-0.2	0	-1.6	-2	-8
Cc1nc(C)c(C(=O)NNC(=O)c2ccc(Br)cc2)s1	3	-1	12	-2	-0.8	-2	-2.4	27	-8
COc1ccc(CNC(=O)CCS(=O)(=O)c2cc3c(cc2Cl)NC(=O)CO3)cc1	0	7	2	-8	0.8	12	2.0	-6	6
Cc1occc1C(=O)NNC(=O)NC12CC3CC(CC(C3)C1)C2	2	2	2	-3	-3.2	-3	-0.5	-10	2
CCc1nc(SCC(=O)Nc2ccccc2C)n[nH]1	0	3	14	0	-1.0	5	-1.8	-2	2
CCOc1ccc(C(=O)OCC(=O)NCC2CCCO2)cc1 (stereo not drawn)	8	6	·	-6	·	·	·	-1	·
Nc1ccc(NS(=O)(=O)c2ccccc2)cc1	2	-1	28	-5	-5.0	4	-5.3	-2	2
CCC1ON(c2ccccc2)C2c3nc4ccccc4n3CC12 (stereo not drawn)	0	5	-21	-5	·	·	·	-4	12
CC1CCC2(CC1)NC(=O)N(CC(=O)Nc1ccc(F)cc1)C2=O (stereo not drawn)	5	5	·	-5	·	·	·	2	·

Part of the list above in order of heavy-atom count, lowest first:
SMILES	IDE inh	IDE cell activ	UBC9 SUMO inh	GalR3 antag	IMP-1 inh	HCV NS3 hel inh	VIM-2 inh	CRFBP-R2 block	p-CIP stab down
Nc1ccc(NS(=O)(=O)c2ccccc2)cc1	2	-1	28	-5	-5.0	4	-5.3	-2	2
Cc1ccc(Cl)cc1NC(=S)N(Cc1cccs1)C1CCCC1	4	0	-2	7	-3.4	2	-1.5	10	6
CC1CCC2(CC1)NC(=O)N(CC(=O)Nc1ccc(F)cc1)C2=O (stereo not drawn)	5	5	·	-5	·	·	·	2	·

Next section.
SMILES	IDE inh	IDE cell activ	UBC9 SUMO inh	GalR3 antag	IMP-1 inh	HCV NS3 hel inh	VIM-2 inh	CRFBP-R2 block	p-CIP stab down
CC1(C)SC(=S)N(/N=C/c2cccnc2)C1N(O)C(=O)NC1CCCCC1 (stereo not drawn)	-2	-3	24	1	-2.2	4	-3.8	-10	-8
COc1cccc(-c2cc(C(=O)Nn3cnnc3)c3ccccc3n2)c1	-2	1	18	1	-0.5	11	-2.3	12	-2
Cn1c2ccccc2c2c(C(=O)NCc3ccco3)cn(C3CCCCC3)c(=O)c21	4	-3	33	-5	1.5	23	-0.4	-68	-11
O=C(O)c1[nH]c2ccccc2c1C=NCc1ccccc1Cl	-4	3	9	-6	-5.3	-18	-0.7	-9	-2
CC1(Br)C2CCCC1C2S(=O)(=O)c1ccccc1 (stereo not drawn)	3	2	14	-2	-2.4	10	-4.0	-2	3
O=C(O)C1CCN(S(=O)(=O)c2cccnc2)CC1	-7	3	-2	5	-2.3	-9	-3.7	2	2
O=S(=O)(Nc1cccnc1)c1ccc(Cl)cc1	0	0	23	-6	-1.6	5	-0.7	4	-19
CCO[C@@H]1OC(C(=O)NC2CC2)=C[C@H](c2ccc3c(c2)OCO3)[C@H]1CCCO	-2	6	7	-2	-2.5	1	-1.8	-5	-14
O=C(Nc1ccc(F)cc1)Nc1cccnc1	·	7	22	-9	-4.5	1	-2.3	8	-9
c1ccc(-c2nnc(N3CCCC3)nc2-c2ccccc2)cc1	·	1	-4	-9	-3.6	9	-5.8	-2	-9
O=C(CCCOc1ccccc1)Nc1nc2ccccc2[nH]1	2	-9	-6	1	-3.9	-4	-3.0	-21	-3
CC(=O)c1ccc(N2CCN(C(=O)C3CCCN(S(=O)(=O)c4c(C)[nH]c(=O)[nH]c4=O)C3)CC2)cc1 (stereo not drawn)	2	0	13	-3	-0.5	8	1.1	6	7
Nc1nc(NCCCN2CCOCC2)nc(Nc2ccccc2)c1[N+](=O)[O-]	-3	2	11	-2	-2.2	-3	6.8	-63	-2
CC(C)OCCCn1c(SC(C)C(=O)NCC2CCCO2)nc2cc(Cl)ccc2c1=O (stereo not drawn)	8	0	·	-3	·	·	·	12	·
O=[N+]([O-])c1cccc(CN2CCC(Cc3ccccc3)CC2)c1	5	2	4	-9	-1.9	-2	-0.8	1	3
Cc1ccc(F)cc1NC(=O)CN1C(=O)NC(C)(c2ccc3c(c2)OCCO3)C1=O (stereo not drawn)	-4	0	·	-3	·	·	·	-20	·
O=C(C1CCCN(Cc2nc(-c3cccs3)no2)C1)N1CCOCC1 (stereo not drawn)	3	-3	1	2	-4.3	1	-7.3	5	1
CCC(C)c1ccccc1OCCOCCN1CCCC1 (stereo not drawn)	-1	6	3	0	-2.4	2	-3.1	-5	-10
Fc1cccc2sc(Nc3nnc(-c4ccccc4)o3)nc12	-4	6	-119	-1	-2.7	13	-4.8	50	1
O=C(O)c1cc2ccc3ccccc3c2[nH]1	0	4	12	-8	0.5	17	14*	4	-6
O=C(NNc1ccccc1C(F)(F)F)c1cccs1	8	9	24	-6	-0.8	10	-0.1	-4	-18
CC(=O)Nc1nc(CC(C)C)cc(-c2ccco2)c1C#N	1	6	6	-6	-1.5	1	-4.0	2	-6
CC(C)N1CCN(Cc2ccc(OC3CCCC3)cc2)CC1CCO (stereo not drawn)	1	5	10	-4	-4.3	4	-3.5	6	-8
O=C(O)c1ccc(/C=C/c2ccc3cccc(O)c3n2)cc1	·	0	5	0	-1.5	19	-5.5	4	7
CSCC[C@H](NC(=O)CCCn1nnc2ccccc2c1=O)C(=O)O	9	3	21	-1	-1.8	2	-1.6	0	-22
CCSc1nnc(NC(=O)C2Cc3ccccc3CN2S(=O)(=O)CC)s1 (stereo not drawn)	-4	1	1	6	-3.0	-3	-1.9	-13	-1
COc1ccc(C)cc1NC(=O)COC(=O)c1ccc2ccccc2n1	-1	-2	·	-3	·	·	·	7	·
Cc1ccc2c(CN(C)Cc3cccc(F)c3)cc(=O)oc2c1C	0	2	7	-2	-2.7	-5	-1.6	0	-2
NC(=O)CCn1c(C(=O)c2ccc(Cl)cc2)c2ccccc2[n+]1[O-]	2	1	14	-3	-4.7	-15	-2.0	7	-7
